aSyn tox rescue: qHTS of alpha-syn Inhibitors: NCGC Sytravon Library Screen. S. cerevisiae alpha-synuclein toxicity rescue, BacTiter-Glo growth, 24 h. Potency, µM (highest dose often 46.1 µM), without a hit: top-dose growth rescue (activation), most hits filed as activators. AID 1347070, 2019. 0.02% of 94,000 active; active = well fitted activation curve with a large enough effect; inconclusive = small, poorly fitted or top-dose-only effect; also: 0% is about no effect
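Growth restoration measured by BacTiter-Glo luminescence after 24 hr at 30 deg C; alpha-synuclein yeast, raffinose-pregrown to mid-log, were added at OD600=0.02 in galactose medium onto pinned compounds.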
* = called active by the depositor; ? = inconclusive; & = joins results of further samples; [ ] = another dose, or the depositor's remark. Potency is read from the fitted curve at half-maximal effect. Not all compounds are listed; count on the stated rates, not on these rows.

entry | Structure | aSyn tox rescue
1 | CSc1ccc(CCNC(=O)C(C)n2nc(C)c3sc4ccccc4c3c2=O)cc1 (configuration not stated) | 2%
2 | Cc1ccc(NC(=O)c2c(C)oc3ccc(O)c(CN(C)Cc4ccccc4)c23)c(C)c1 | 2%
3 | O=C(NCc1ccccn1)c1nc(Cn2cc([N+](=O)[O-])cn2)no1 | -3%
4 | COc1ccc(CCNS(=O)(=O)c2c(C)nc3sccn3c2=O)cc1OC | 1%
5 | O=[N+]([O-])c1cc(CN2CCOCC2)c2cccnc2c1O | 2%
6 | Cc1ccc(C(=O)COC(=O)CN2C(=O)C3CC=CCC3C2=O)cc1C (configuration not stated) | -1%
7 | CCc1ccc(-c2cc(C)no2)cc1S(=O)(=O)Nc1ccc(C)cn1 | 3%
8 | COc1ccc(NC(=O)c2ccco2)cc1NC(=O)c1cc(Br)ccc1Cl | -1%
9 | CCN(CC(=O)Nc1ccc(NC(C)=O)cc1)C(=O)/C=C/c1cn(Cc2ccccc2)nc1-c1cccnc1 | 1%
10 | O=C(NCc1ccncc1)c1ccccc1Nc1ccc(SC(F)F)cc1 | 14%
11 | O=C(NNC1=NS(=O)(=O)c2ccccc21)c1ccccc1Cl | 14%
12 | Cc1ccc(Cl)cc1NC(=O)Cn1c(=O)oc2cc(S(=O)(=O)N3CCCCCC3)ccc21 | -1%
13 | CCn1c(SC)nnc1-c1c[nH]c2ccccc12 | -3%
14 | Cc1nn(-c2ccccc2)c(C)c1C(=O)OCC(=O)Nc1ccc(C(N)=O)cc1 | 9%
15 | CCn1c(CC(=O)Nc2ccccc2F)nnc1SCC(=O)NC1CCCC1 | -2%
16 | Cc1ccc(C)n1NC(=O)c1ccc([N+](=O)[O-])cc1 | -1%
17 | Cc1ccc(NC(=O)C2CCC(CNS(=O)(=O)c3ccc4c(c3)C(C)(C)C(=O)N4C)CC2)cc1 (configuration not stated) | 5%
18 | CCc1ccc(-c2nn(CC(=O)NC3CCCCC3)c3c2cnc2ccc(C)cc23)cc1 | -8%
19 | CCn1c2ccccc2c2cc(CN3CCN(Cc4ccc(OC)c(OC)c4)CC3)ccc21 | -11%
20 | COC(=O)/C(=C\C(=O)c1ccccc1)Nc1ccc(OC)cc1 | ?

In the list so far, two have two or more sulfur atoms:
entry | Structure | aSyn tox rescue
1 | CSc1ccc(CCNC(=O)C(C)n2nc(C)c3sc4ccccc4c3c2=O)cc1 (configuration not stated) | 2%
4 | COc1ccc(CCNS(=O)(=O)c2c(C)nc3sccn3c2=O)cc1OC | 1%

Going on with the list:
entry | Structure | aSyn tox rescue
21 | O=c1[nH]c2ccccc2[n+]([O-])c1-c1ccccc1 | 0%
22 | COc1cc(C(=O)NCCOC(=O)c2cccc(N(C)C)c2)cc(OC)c1OC | 5%
23 | CC(=O)Nc1ccc(CN2CCN(Cc3ccc(F)c(F)c3)C(CCO)C2)cc1 (configuration not stated) | 11%
24 | Cc1cnccc1CN(C)Cc1cn(C)nc1-c1cccc(Cl)c1 | -2%
25 | O=C(O)CSc1nnc2n(-c3ccccc3)c(=O)c3ccccc3n12 | -4%
26 | O=C(NC(=S)NC1CCCc2ccccc21)c1ccco1 (configuration not stated) | -9%
27 | COc1ccc(N2CCN(S(=O)(=O)CCNC(=O)CCCc3ccccc3)CC2)cc1 | 5%
28 | O=C(CCCOc1ccccc1)NCCc1ccccc1 | 4%
29 | CCOc1ccc2oc(C(=O)OC(C(=O)NC(N)=O)C(C)C)c(C)c2c1 (configuration not stated) | 3%
30 | CCc1ccc(NC(=O)CCn2c(=O)c3cccn3c3ccccc32)cc1 | -9%
31 | Cc1ccc(S(=O)(=O)NCCn2cnc([N+](=O)[O-])n2)cc1 | 4%
32 | COc1ccc(N2CC(C(=O)N3CCC4(CC3)CC(=O)c3ccccc3O4)CC2=O)cc1 (configuration not stated) | 3%
33 | COc1cc(/C=N/NC(=O)c2ccc(Cl)c(S(N)(=O)=O)c2)ccc1OCC(N)=O | -6%
34 | Cc1ccc(C)c(NC(=O)CN(C)C(C)C(=O)N2CC(C)CC(C)C2)c1 (configuration not stated) | -4%
35 | Cc1ccc2c(c1)c1c3n2CCN(C(=O)c2cccc(C(F)(F)F)c2)C3CCC1 (configuration not stated) | 11%
36 | Cc1ccc(N2CC(NC(=O)C3CCCC3)CC2=O)cc1C (configuration not stated) | -3%
37 | COc1ccc(CC(=O)Nc2nc3c(s2)CC(C)CC3)cc1 (configuration not stated) | 6%
38 | CCN(CC)C(=O)Cn1c(=O)n(-c2ccc(C)c(C)c2)c(=O)c2c3c(sc21)CCCCC3 | 7%
39 | CCCCn1c(N)c(N(CC(C)C)C(=O)C2CC(=O)N(c3ccc(C)cc3)C2)c(=O)[nH]c1=O (configuration not stated) | -1%
40 | O=C(c1ccc2c(c1)N(Cc1cccc(Cl)c1)C(=O)c1ccccc1S2(=O)=O)N1CCCCC1 | 2%
41 | CSc1ccc(CNC(=O)Cc2csc3ccccc23)cc1 | 2%
42 | COc1ccc(S(=O)(=O)N2CCN(C(=O)c3ccc(COc4ccccc4)o3)CC2)cc1 | 1%
43 | CC1Cc2cc(S(=O)(=O)CCC(=O)Nc3ccccc3F)ccc2N1C(=O)C1CC1 (configuration not stated) | 3%
44 | CC(=O)N1CCCc2cc(S(=O)(=O)N3CCCC(C(=O)Nc4ccc(C)c(C)c4)C3)ccc21 (configuration not stated) | -1%
45 | Cc1cc2c(n1-c1ccc(C(=O)NCc3ccccc3Cl)cc1)CCCC2 | 2%
46 | CCCCc1c(O)nc(SCC(=O)Nc2ccc(OC)cc2)n(-c2ccc(C)c(C)c2)c1=O | 2%
47 | Cc1cc(C)cc(-n2ccnc2SCC(=O)Nc2nc3ccccc3s2)c1 | -2%
48 | CCC(=O)N1c2ccccc2CC1C(=O)NCc1ccccc1Cl (configuration not stated) | 1%
49 | CCOc1ccc(N2CC(NC(=O)Cc3ccccc3)CC2=O)cc1 (configuration not stated) | 4%
50 | COc1ccc(OCC(=O)NC2CCCCCCC2)cc1 | 3%
51 | NS(=O)(=O)c1ccc(NC(=O)C2C3C=CC(C3)C2C(=O)O)cc1 (configuration not stated) | -6%
52 | CCC(C(=O)NC1CCCCC1)n1c(SCc2cccc(C)c2)nc2ccncc21 (configuration not stated) | -1%&-6%
53 | CCOc1ccc(C(=O)N2CCn3c2nc2ccccc23)cc1 | 0%
54 | CCC(C)NC(=O)Cn1c(=O)sc2ccccc21 (configuration not stated) | -6%
55 | CC1(C)Cc2c(sc(NC(=O)c3ccccc3Cl)c2C(=O)O)CO1 | 2%
56 | CCN(CC)S(=O)(=O)c1cc(C(=O)Nc2cc(C)on2)ccc1Cl | -4%
57 | CCc1ccccc1NC(=O)CN(C)C(=O)CSc1nn(-c2ccc(F)cc2)c(=S)s1 | 5%
58 | CCOc1ccccc1N(CC(=O)NC1CCCC1)C(=O)CNC(=O)c1cccs1 | 7%
59 | O=C(NCc1ccccc1)c1ccc2nnsc2c1 | -25%
60 | Cc1nnsc1C(=O)Oc1ccc(C#N)cc1 | -35%[inhibitor]
61 | O=S(=O)(NCC(c1cccnc1)N1CCN(Cc2ccccc2)CC1)c1ccccc1 (configuration not stated) | -3%
62 | CCC(=O)N1CCc2cc(Br)cc(S(=O)(=O)CCC(=O)Nc3ccccc3C)c21 | 5%
63 | Cc1ccccc1NC(=O)c1cccc(N2C(=O)C3CCCCC3C2=O)c1 (configuration not stated) | 0%
64 | NNC(=O)COc1ccc2oc3c(c2c1)CCCC3 | -8%
65 | CC(C)c1ccc(NC(=O)c2cccc3c2C(=O)N(C2CCCCC2)C3)cc1 | 8%
66 | CC1CCN(S(=O)(=O)c2cc(C(=O)N3CCN(c4cccc(Cl)c4)CC3)n(C)c2)CC1 | 5%
67 | CSCCC(NS(=O)(=O)c1ccc(C)cc1)C(=O)N1CCN(S(=O)(=O)c2ccc(F)cc2)CC1 (configuration not stated) | 5%
68 | CC1=C(C(=O)N(C)C)CC(CC(=O)NCCc2ccccn2)C(=O)N1CCCN1CCCC1=O (configuration not stated) | 6%
69 | O=C(C1CC1)N1CCc2cc(Br)cc(S(=O)(=O)Nc3ccc(C(F)(F)F)cc3)c21 | 6%
70 | Cc1ccc(Cl)cc1N1CCN(C(=O)c2cccn2-c2nnc(N3CCCC3)s2)CC1 | 2%
71 | CCOC(=O)c1cc(-c2ccccc2)n(CC(=O)Nc2ccc(CC)cc2)c1C | 5%
72 | CCN(CC)S(=O)(=O)c1ccc(C)c(NC(=O)COc2ccc(Cl)cc2Br)c1 | 1%
73 | CCOCCCNC(=O)c1ccc2nc(CCc3ccccc3)oc2c1 | 7%
74 | O=C(COC(=O)Cc1c[nH]c2ccccc12)Nc1cccc(Br)c1 | 2%
75 | CCOc1ccc(-n2c(SCC(=O)N3CCOCC3)nc3c([nH]c4ccccc43)c2=O)cc1 | -8%
76 | Cc1ccc(OCC(=O)Nc2ccccc2C(=O)OCc2cc(=O)n3nc(C4CC4)sc3n2)cc1 | -4%
77 | CCn1ccc2cc(S(=O)(=O)N3CCC(C(=O)NCc4cccc(Cl)c4)CC3)ccc21 | 4%
78 | COc1ccc(C(CNC(=O)C(=O)NC2CCCC2)N2CCN(C)CC2)cc1 (configuration not stated) | 2%
79 | Cc1cc(C)cc(-n2cnc3cc(C(=O)NCCc4ccccc4)ccc32)c1 | -13%
80 | CCOc1ccc(CCNC(=O)Cc2ccc(NC(=O)N3CCSc4ncccc43)cc2)cc1 | -4%

Arranged by number of heavy atoms (low to high): some entries from above.
entry | Structure | aSyn tox rescue
64 | NNC(=O)COc1ccc2oc3c(c2c1)CCCC3 | -8%
73 | CCOCCCNC(=O)c1ccc2nc(CCc3ccccc3)oc2c1 | 7%
65 | CC(C)c1ccc(NC(=O)c2cccc3c2C(=O)N(C2CCCCC2)C3)cc1 | 8%
69 | O=C(C1CC1)N1CCc2cc(Br)cc(S(=O)(=O)Nc3ccc(C(F)(F)F)cc3)c21 | 6%
70 | Cc1ccc(Cl)cc1N1CCN(C(=O)c2cccn2-c2nnc(N3CCCC3)s2)CC1 | 2%
75 | CCOc1ccc(-n2c(SCC(=O)N3CCOCC3)nc3c([nH]c4ccccc43)c2=O)cc1 | -8%
67 | CSCCC(NS(=O)(=O)c1ccc(C)cc1)C(=O)N1CCN(S(=O)(=O)c2ccc(F)cc2)CC1 (configuration not stated) | 5%

New compounds follow
entry | Structure | aSyn tox rescue
81 | COc1ccc(-c2ccc(CNc3ccc4[nH]c(=O)[nH]c4c3)o2)cc1Cl | -8%
82 | Nc1ccc(C(=O)Nc2cccc(N)c2)cc1 | 2%
83 | CCOc1ccc(NC(=O)CCNS(=O)(=O)c2ccc3c(c2)CCCC(=O)N3)cc1 | -4%
84 | CCCCOc1cccc(C(=O)Nc2sc3c(c2C(=O)OCC)CCCC3)c1 | -9%
85 | COc1ccc2nc(SC(C)C(=O)NCC(=O)Nc3ccc(F)c(F)c3F)[nH]c2c1 (configuration not stated) | -5%
86 | Cc1ccc(OCCSc2nc3ccccc3n2CC(=O)N2CCOCC2)c(C)c1 | 2%
87 | CCOc1ccccc1NS(=O)(=O)c1cn(C)nc1C | 6%
88 | O=C(c1cccc(Cl)c1)N(Cc1cccc(F)c1)C1CCS(=O)(=O)C1 (configuration not stated) | 3%
89 | COc1ccc(C2N3CC4(C)CN2CC(c2ccccc2)(C3)C4=O)cc1 (configuration not stated) | 1%
90 | CCC1CCCCN1C(=O)Cn1c(=O)n(CCCCCC(=O)NCc2ccccc2Cl)c(=O)c2sccc21 (configuration not stated) | -4%
91 | Cc1ccc([C@H]2Nc3ccc(S(=O)(=O)Nc4cccc(Cl)c4C)cc3[C@H]3C=CC[C@H]32)cc1 | 7%
92 | CCN(CC)CCCNC(=O)C(C)n1nc(C)n2c(cc3occc32)c1=O (configuration not stated) | 5%
93 | O=C(Nc1ccccc1N1CCCCC1)c1ncoc1-c1cccc(F)c1 | -9%
94 | COc1ccccc1CCNC(=O)C1CCN(c2nnc(C)c3c(C)n(-c4ccc(C)cc4)nc23)CC1 | 7%
95 | CCc1cccc(Nc2cc(C)nc3nc(C)nn23)c1 | -5%
96 | COc1ccccc1CNC(=O)C1CCN(S(=O)(=O)c2ccc3[nH]c(=O)ccc3c2)CC1 | 11%
97 | CCN(CC)S(=O)(=O)c1ccc(N2CCN(c3ccccc3OC)CC2)c(N)c1 | -10%
98 | Cc1ccn2c(Nc3ccccc3C)c(-c3ccncc3)nc2c1 | 0%
99 | NC(=O)c1cc(-c2csc(-c3cccnc3)n2)ccc1O | 4%
100 | C[C@@H]1CCCCO[C@@H](CN(C)Cc2ccccc2)[C@@H](C)CN([C@H](C)CO)C(=O)c2cc(N(C)C)ccc2O1 | 8%
101 | C/C(=N\NC(=O)CCCC(=O)O)c1c(-c2ccccc2)c2cc(Cl)ccc2[nH]c1=O | 4%
102 | COc1ccc(Cn2c(=O)[nH]c3cc(C(=O)NCCCOC(C)C)ccc3c2=O)cc1 | -8%
103 | CCOc1ccc(NC(=O)c2cc(S(=O)(=O)N3CCOCC3)cn2C)cc1 | -4%
104 | CC(NC(=O)c1ccc(Br)o1)c1ccccc1 (configuration not stated) | -3%
105 | CCOc1ccc2nc(N(Cc3cccnc3)C(=O)c3ccco3)sc2c1 | 7%
106 | CCc1cccc(CC)c1NC(=O)CCS(=O)(=O)c1ccc(Br)cc1 | -1%
107 | CCOc1cc(N2CCOCC2)c(OCC)cc1NC(=O)COC(=O)CCOc1ccc(C)cc1 | 4%
108 | COC(=O)C1=NNCC12CC(=O)N(c1ccc(Br)cc1)C2=O (configuration not stated) | -9%
109 | O=C(c1ccccc1Cl)N1c2ncnn2C2(CCCCC2)[C@@H]2CCCC[C@@H]21 | -11%
110 | COc1ccc(NC(=O)CSc2nnc(NC(=O)Nc3ccccc3)s2)c(OC)c1 | 1%
111 | CCOc1ccc(NC(=O)c2ccc(CN3C(=O)C(C)=C(c4ccc(C)cc4)S3(=O)=O)cc2)cc1 | -3%
112 | CCOc1ccc(C(=O)NCCc2csc(-c3ccc(C(F)(F)F)cc3)n2)cc1OCC | -5%
113 | Cn1c(=NC(=O)CS(=O)(=O)c2ccccc2)sc2cc(F)ccc21 | -11%
114 | CCCCc1ccc(NC(=O)CSc2nc(=O)n(CCN3CCOCC3)c3c2CCC3)cc1 | 2%
